Pol iota inh: blocks human DNA polymerase iota activity; Q9UNA4; Pol iota fluorescent replication assay, 10 min; Potency, µM (series often up to 115 µM), inactives show top-dose activity, negative = inhibition, hits mostly inhibitors; hit rate 1% among 390,000; AID 588590
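Fluorescent replication assay read twice, at 0 min and 10 min after adding 50 nM (final) substrate. Enzyme (10 nM) and compounds were first incubated 15 min at room temperature; enzyme-free buffer wells were negative controls.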
BAZ2B inh: BAZ2B (human) inhibition; AlphaScreen BAZ2B-H3K14Ac peptide displacement; Potency, µM (doses to about 114 µM), without a hit: at the highest dose activity change, negative = inhibition, usual class: inhibitors; hit rate 4.4% among 360,000; further: on the % scale 0 is the no-effect control and ±100 the full control effect; nearly all actives have a fitted effect of over 60% in size
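In this displacement format the biotinylated H3(5-23) peptide acetylated at Lys14 serves as ligand at 50 nM, with BAZ2B at 50 nM in PBS pH 7.4 containing 0.01% Tween-20. Donor and acceptor beads are 10 ug/mL final.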
G9a block: blocks human histone lysine methyltransferase G9a. Q96KQ7. G9a H3K9 monomethylation, AlphaScreen, 2 h. Potency, µM (highest dose often 102 µM), for the others: at the highest dose activity, negative = inhibition, most hits filed as inhibitors. hit rate 8.8% among 350,000. AID 504332; further: on the % scale 0 is the no-effect control and ±100 the full control effect; nearly all actives have a fitted effect of over 75% in size
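Chemiluminescent proximity detection of H3K9 monomethylation, read after 10 min bead incubation in the dark. Reaction: 20 nM G9a, 500 nM biotin-H3K9 peptide, 20 uM SAM cofactor, 2 h, room temperature, following 15 min enzyme-compound preincubation.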
APEX1 inh: blocks human APE1 abasic DNA cleavage. P27695. recombinant APE1, TAMRA/BHQ-2 abasic DNA cleavage fluorescence. hit rate 0.35% among 350,000. Potency, µM (highest dose often 65.8 µM), for the others: top-dose activity change, negative = inhibition, most hits filed as inhibitors. AID 2517;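 further: plate controls were vehicle for no effect and reference inhibitor for full effect; nearly all actives have a fitted effect of over 55% in size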
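APE1 at 0.75 nM preincubated 15 min at room temperature with compound. Reaction then started with 50 nM double-stranded THF-abasic substrate labelled with TAMRA/BHQ-2, and 525/598 nm fluorescence read kinetically. Activity taken as third-minus-first read difference, normalized to DMSO and NSC13755 controls.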
BLM inh: inhibitors of human Bloom syndrome helicase BLM | hit rate 0.2% among 350,000 | Potency, µM (doses to about 56.1 µM), for the others: at the top dose activity change, negative = inhibition, usual class: inhibitors | AID 2528 | recombinant BLM DNA unwinding, fluorescence dequenching;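 further: plate controls were vehicle for no effect and no enzyme for full effect; nearly all actives have a fitted effect of over 35% in size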
Target sequence (P54132 whole entry, looked up): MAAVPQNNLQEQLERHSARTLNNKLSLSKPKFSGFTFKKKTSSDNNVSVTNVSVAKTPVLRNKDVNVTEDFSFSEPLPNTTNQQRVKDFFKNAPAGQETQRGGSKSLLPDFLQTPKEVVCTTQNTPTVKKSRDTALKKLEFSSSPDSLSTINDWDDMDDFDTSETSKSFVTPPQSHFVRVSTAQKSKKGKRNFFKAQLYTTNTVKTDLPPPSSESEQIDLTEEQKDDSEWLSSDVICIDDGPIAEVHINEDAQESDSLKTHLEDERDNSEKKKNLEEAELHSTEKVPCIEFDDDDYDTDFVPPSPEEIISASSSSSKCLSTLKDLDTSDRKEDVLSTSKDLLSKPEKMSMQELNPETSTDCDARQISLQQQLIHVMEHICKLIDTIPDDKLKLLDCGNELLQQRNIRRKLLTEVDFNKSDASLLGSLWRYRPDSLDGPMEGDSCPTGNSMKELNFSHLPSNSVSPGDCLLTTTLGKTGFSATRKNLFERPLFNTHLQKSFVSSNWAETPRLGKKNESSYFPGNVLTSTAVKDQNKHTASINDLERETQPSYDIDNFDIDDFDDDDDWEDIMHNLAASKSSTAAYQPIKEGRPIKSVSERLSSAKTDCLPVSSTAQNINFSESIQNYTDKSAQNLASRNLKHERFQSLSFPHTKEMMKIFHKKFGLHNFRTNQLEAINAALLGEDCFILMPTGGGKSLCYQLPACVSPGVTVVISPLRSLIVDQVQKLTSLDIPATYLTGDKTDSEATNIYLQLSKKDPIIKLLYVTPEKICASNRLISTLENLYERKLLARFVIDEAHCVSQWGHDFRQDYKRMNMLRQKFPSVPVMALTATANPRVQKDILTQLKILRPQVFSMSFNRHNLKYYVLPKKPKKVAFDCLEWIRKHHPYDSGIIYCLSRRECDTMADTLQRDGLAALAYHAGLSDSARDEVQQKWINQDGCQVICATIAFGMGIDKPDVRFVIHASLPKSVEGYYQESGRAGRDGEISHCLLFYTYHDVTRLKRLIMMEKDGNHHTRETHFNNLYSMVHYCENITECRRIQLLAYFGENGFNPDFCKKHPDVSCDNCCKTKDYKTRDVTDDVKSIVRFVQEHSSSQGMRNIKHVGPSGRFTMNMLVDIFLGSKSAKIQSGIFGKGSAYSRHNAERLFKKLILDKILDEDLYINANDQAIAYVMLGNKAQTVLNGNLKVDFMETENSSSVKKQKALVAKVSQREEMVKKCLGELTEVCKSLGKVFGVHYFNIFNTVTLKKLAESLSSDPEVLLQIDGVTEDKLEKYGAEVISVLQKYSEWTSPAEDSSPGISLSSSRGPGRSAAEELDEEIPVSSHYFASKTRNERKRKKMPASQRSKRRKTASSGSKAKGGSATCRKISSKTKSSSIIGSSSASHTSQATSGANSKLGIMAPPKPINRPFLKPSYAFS
POLH inh: DNA polymerase eta (human) inhibition. hit rate 1.2% among 390,000. recombinant Pol eta, fluorescent DNA replication assay. AID 588591. Q9Y253. Potency, µM (doses to about 114 µM), without a hit: at the top dose activity change, negative = inhibition, hits mostly inhibitors; further: on the % scale 0 is the no-effect control and ±100 the full control effect
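Pol eta at 10 nM preincubated with compounds 15 min at room temperature; reaction started with fluorescent substrate (50 nM final) and read kinetically at 0 and 10 min.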
POLB inh: blocks human DNA polymerase beta activity; P06746; Pol beta primer extension/strand displacement, fluorescence kinetic; AID 485314; hit rate 1.3% among 340,000; Potency, µM (highest dose often 114 µM), without a hit: at the highest dose activity change, negative = inhibition, usual class: inhibitors; further: on the % scale 0 is the no-effect control and ±100 the full control effect
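Kinetic readout of DNA synthesis with strand displacement by Pol beta. Compound and 10 nM enzyme sit 15 min at room temperature; 50 nM substrate starts the reaction, read immediately and at 10 min.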
Pol kappa inh: DNA polymerase kappa (human) inhibition | Q9UBT6 | purified Pol kappa, fluorescent DNA synthesis assay, 10 min | Potency, µM (titrated, usually from 107 µM), for inactives: top-dose activity, negative = inhibition, actives largely listed as inhibitors | hit rate 0.53% among 400,000 | AID 588579; further: on the % scale 0 is the no-effect control and ±100 the full control effect
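First, compounds were pin-transferred onto 10 nM Pol kappa. After 15 min at room temperature, substrate was added to 50 nM final. Fluorescence was then measured kinetically at 0 and 10 min.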
Anesthetic bind: candidate novel general anesthetic via apoferritin binding; P02791; apoferritin/1-aminoanthracene competitive binding, fluorescence; Potency, µM (highest dose often 77.5 µM), for inactives: at the top dose activity change, negative = displacement, most hits filed as inhibitors; hit rate 0.074% among 350,000; further: on the % scale 0 is the no-effect control and ±100 the full control effect; nearly all actives have a fitted effect of over 20% in size
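Horse-spleen apoferritin (10 uM) was mixed with 50% saturated 1-aminoanthracene in PBS, exposed to compounds for 10 min at room temperature, and read for fluorescence (ex 380 nm, em 535 nm). Competitive displacement was fitted with a four-parameter Hill equation.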
* hit, by the source's call; ? = inconclusive; . = not tested or not shown; & = joins results of further samples; [ ] = dose if it differs, or a comment. The call rests on the fitted dose curve; in most records, active means well fitted curve in the direction sought with a large enough effect; inconclusive means small, poorly fitted or top-dose-only effect, or another doubt; inactive means no such curve, though single readings can be large; an effect the other way counts as inactive or inconclusive. Potency means the concentration at half of the fitted maximal effect. The list is partial; the hit share may differ from the screen's.

SMILES	Pol iota inh	BAZ2B inh	G9a block	APEX1 inh	BLM inh	POLH inh	POLB inh	Pol kappa inh	Anesthetic bind
Cc1ccc(C)c(C(=O)C(C)Sc2nc3nn(-c4ccccc4)c(=O)c-3c3n2CCCCC3)c1 (configuration not stated)	24%	-30%	-22%	-1%	-9%	-9%	8%	15%	-6%
COC(=O)N/N=C\c1cccc(OC(=O)c2cccs2)c1	44%[activator]	-12%	15%[59 µM]	5%	5%	-18%	?	-1%	-14%
Cc1ccc(S(=O)(=O)NCc2ccc(C(=O)N3CCCC3)cc2)cc1	-11%	-1%	6%	-3%	5%	-11%	57%	-16%	-11%
O=C(Oc1ccccc1F)c1nc(SCc2ccc(F)cc2)ncc1Cl	14%	20%	23%[59 µM]	.	-5%	11%	31%	5%	42%[activator]
Cc1cc(=O)oc2cc(OC(C)C)ccc12	11%	14%	27%[59 µM]	-1%	-2%	-2%	36%	-6%	-13%
CCOC(=O)N1CCC(NC(=O)C2CCCN(Cc3nc(-c4cccc(C)c4)oc3C)C2)CC1 (configuration not stated)	55%[activator]	-9%	17%	-10%	-7%	?	8%	2%	3%
COc1ccc(-c2c(C)c3ccc(O)c(CN4CCN(C)CC4)c3oc2=O)cc1OC	-12%	10%	7%[59 µM]	.	-10%	-7%	27%	-7%[60.1 µM]	.
O=C(CN1c2ccccc2Sc2ccccc21)NNC(=S)Nc1ccc(Cl)cc1	151%[activator]	?	28µM*	?	-13%	-11%	-5%	-14%	-1%
Cc1ccc(OCCCn2c(=O)sc3ccccc32)cc1	5%	156%[activator]	13%[0.501 µM]	8%	-6%	0%	38%	-3%	1%
CCCCN(C(=O)c1cc(S(=O)(=O)N2CCCCCC2)ccc1OC)c1c(N)n(CCC)c(=O)[nH]c1=O	18%	40%[activator]	-1%	14%	.	-2%	.	-6%	.
CCCCNC(=O)OC(C)CNC(=O)OC (configuration not stated)	5%	-5%	23%[12.7 µM]	-4%	-1%	9%	2%	4%	-2%
O=C(CC1Sc2ccccc2NC1=O)Nc1cccc(C(F)(F)F)c1 (configuration not stated)	-2%	-2%	8%[59 µM]	.	2%	-1%	-1%	-16%[60.1 µM]	3%
O=C(NNC(=O)c1cccs1)c1ccco1	91%[activator]	-9%	-4%	7%	-3%	2%	11%	-8%	-2%
COc1ccc(NC(=O)C2CCC(CNc3c(N4CCCCC4)c(=O)c3=O)CC2)cc1OC (configuration not stated)	2%&11%	-5%	10%	1%	2%	-10%&-1%	18%	3%&-11%	0%
Cc1ccc(-c2nn3c(C)nnc3c3ccccc23)cc1S(=O)(=O)NC(C)(C)CO	4%&-6%	-4%&-26%	9%	4%	3%&3%	9%	6%&1%	7%&3%	-13%&-22%

Some of these compounds in order of the Pol iota inh value, largest number first.
| Compound | Pol iota inh |
| --- | --- |
| CCCCN(C(=O)c1cc(S(=O)(=O)N2CCCCCC2)ccc1OC)c1c(N)n(CCC)c(=O)[nH]c1=O | 18% |
| CCCCNC(=O)OC(C)CNC(=O)OC (configuration not stated) | 5% |
| Cc1ccc(S(=O)(=O)NCc2ccc(C(=O)N3CCCC3)cc2)cc1 | -11% |

(list continues)
SMILES	Pol iota inh	BAZ2B inh	G9a block	APEX1 inh	BLM inh	POLH inh	POLB inh	Pol kappa inh	Anesthetic bind
COc1ccc2c(C(=O)CN3CCN(CCO)CC3)c[nH]c2c1	?	.	-6%[59 µM]	-3%	0%	-4%	-20%	-7%	-9%
CC(=O)Nc1nc(C)c(CCC2OCCO2)c(=O)[nH]1	-7%	-12%	-20%	-2%	1%	-8%	0%	-4%	-3%
Cn1c(=O)n(CC(N)=O)c(=O)c2c1nc1n2CCCN1Cc1ccccc1	34%[activator]	-16%	-7%	21%	-4%	-5%	25%	-7%	0%
O=C(COC(=O)C1CCN(c2ccc(C(F)(F)F)cn2)CC1)Nc1ccc(Cl)cc1	45%[activator]	8%	7%[0.501 µM]	-10%	.	-5%	.	-6%	.
CCNC(=S)N(CCc1c(C)[nH]c2ccc(Cl)cc12)Cc1cccnc1	23%	?	-41%	45%	-2%	-15%	0%	-1%	1%
CSc1n[nH]c(-c2sccc2OCc2ccc(C)cc2)n1	11%	1%	-7%	-3%	-3%	-13%	15%	-10%	?
O=C(C[n+]1cc(-c2ccc(Cl)cc2)n2c1CCC2)Nc1nc(-c2ccccc2)cs1	?	?	.	-2%	4%	-1%	-1%	7%	6%
COc1cccc2c1cc1c(=O)n(CC(=O)N3CCN(c4cccc(C)c4C)CC3)nc(C)n12	41%&2%[activator]	0%	4%[59 µM]	.	-3%	-20%&7%	33%	8%&11%	9%
Cc1cccc(C(=O)N2CCN(c3ccc(N4CCOCC4)nn3)CC2)c1	56%[activator]	-2%	10%	-2%	-3%	-3%	87%	-23%	46%[activator]
CC(NC(=O)c1cc(S(=O)(=O)N2CCOCC2)ccc1F)c1ccc(-n2ccnc2)cc1 (configuration not stated)	-19%	-1%	?	21%	.	-6%	.	-11%	.
COc1ccc(C(CNC(=O)CNC(=O)c2ccccc2Cl)N2CCCC2)cc1 (configuration not stated)	-10%	2%	5%[0.501 µM]	14%	.	-19%	.	-12%	.
Cn1c(=O)c2c(nc(N3CCN(C(=O)c4ccco4)CC3)n2CCSc2ncccn2)n(C)c1=O	35%	4%	6%	1%	0%	-7%	-6%	13%	2%
O=C(Nc1ccc2c(c1)OCCO2)C1CCCC1	36%	7%	3%[12.7 µM]	3%	.	-9%	.	-19%	.
CN(C)CCCNC(=O)/C=C/c1ccc2c(c1)OCO2	21%	10%	?	7%	-8%	-23%	27%	-11%	-4%
O=C(CN1C(=O)NC2(CCCCC2)C1=O)Nc1ccc(S(=O)(=O)N2CCOCC2)cc1	?	6%	?	1%	-3%	5%	-12%	-1%	-10%
CC(C)N(C)Cc1nnnn1CC(=O)N(C)Cc1ccc(F)cc1	0%	1%	-2%	39%[activator]	0%	-7%	7%	9%	6%
COc1ccccc1N(CC(=O)N/N=C/c1ccc(SC)cc1)S(C)(=O)=O	-14%	-7%	2%[59 µM]	-3%	-1%	-10%	3%	1%	-3%
COC(=O)C(Cc1cnc(Cl)s1)(C(=O)OC)c1ccc([N+](=O)[O-])cc1[N+](=O)[O-]	14%	?	17%[12.7 µM]	-8%	-2%	6%	?	-5%	-17%
Cc1ccccc1NC(=O)c1cc2ccccn2n1	47%[activator]	-2%	.	13%	0%	-2%	0%	15%	-12%
Cc1ccc(S(=O)(=O)N2CCCC2)cc1C(=O)N1CCN(Cc2ccccc2)CC1	15%	-2%	-17%	13%	3%	-4%	-15%	-7%	0%
O=C(C1=C(O)C(=O)N(CC2CCCO2)C1c1ccccc1Cl)c1ccco1 (configuration not stated)	-11%	-4%	?	3%	-4%	7%	21%	-5%	-9%
O=C(NCC(=O)N1CCN(S(=O)(=O)c2cccs2)CC1)c1ccc(Cl)cc1	71%[activator]	-18%	9%	-7%	-3%	-16%	-25%	3%	-14%
Cn1c2ccccc2c2ncn(Cc3ccc(F)cc3)c(=O)c21	35%	-12%	21%	14%	-2%	-2%	23%	5%	3%
CCCCNC(=O)C1CC(c2ccccc2[N+](=O)[O-])=NO1 (configuration not stated)	2%	0%[57.1 µM]	12%	1%	-2%	-1%	13%	6%	-10%
N#CC(=C=[N-])C1=C(C#N)C(c2ccccc2F)C([n+]2ccccc2)C(O)(C2CC2)N1 (configuration not stated)	62%[activator]	?	?	0%	-4%	-10%	?	-12%	-18%
O=C(NCc1ccc(Cl)cc1)C1CCN(C(=O)c2ccco2)CC1	25%	1%	-7%	-2%	-2%	1%	14%	-15%	-10%
CN(C)c1nc(OCCOC(=O)Nc2ccc(Cl)cc2Cl)nc(N(C)C)n1	-2%[58.9 µM]	10%	12%[12.7 µM]	-5%	-4%	-8%	-27%	-9%	0%
O=C(CCN1CCN(CCO)CC1)Nc1ccccc1	10%	-5%	24%	17%	2%	-1%	1%	0%	0%
COc1ccccc1CCn1c(=O)c(-c2cccc(F)c2)nc2cncnc21	.	.	14%[0.501 µM]	2%	-3%	.	.	-6%[60.1 µM]	.
Cc1cc(NCc2ccccn2)n2c(nc3ccccc32)c1C#N	32%[activator]	-25%	11%	-1%	-1%	-10%	29%	13%	15%
O=c1cc(-c2ccccc2)oc2cccc(O)c12	60%[activator]	.	-31%[2.33 µM]	-11%&0%	0%&-8%	-19%	.	10%	-5%
COc1cnc(N(C)C)nc1Sc1cccc(Cl)c1	-11%	?	1%	4%	-6%	-26%	-18%	-14%	52%[activator]
CC(C)(Oc1ccc(Cl)cc1)C(=O)OCC(=O)NCCc1ccc(S(N)(=O)=O)cc1	4%	0%	-29%	27%	.	-10%	.	-4%	.
Cc1ccc(C(=O)c2oc3ccccc3c2NC(=O)Cc2coc3c(C)c(C)ccc23)cc1	-7%	-4%	7%[59 µM]	.	-5%	-10%	38%	-6%	-6%
O=C1NC(c2ccccc2)=C(c2ccc3ccccc3n2)C(c2ccncc2)N1 (configuration not stated)	15%	1%	50µM*	-4%	1%	7%	24%	-7%	-9%
CC(CNC(=O)Cn1c(-c2cccs2)cc2ccccc21)c1ccccc1 (configuration not stated)	-1%	1%	-2%[59 µM]	.	-6%	-6%	-25%	-11%	79%[activator]
CCc1ccc2[nH]cc(S(=O)(=O)c3ccc(C)c(C)c3)c(=O)c2c1	21%	0%	21%	1%	0%	-5%	13%	10%	-6%
CCOc1ccc(-c2cn3c(n2)sc2cc(C(=O)NC(C)C45CC6CC(CC(C6)C4)C5)ccc23)cc1 (configuration not stated)	-8%	0%	34%[59 µM]	.	4%	2%	2%	6%	6%

Arranged by molar mass (rising): part of the list above.
SMILES	Pol iota inh	BAZ2B inh	G9a block	APEX1 inh	BLM inh	POLH inh	POLB inh	Pol kappa inh	Anesthetic bind
O=c1cc(-c2ccccc2)oc2cccc(O)c12	60%[activator]	.	-31%[2.33 µM]	-11%&0%	0%&-8%	-19%	.	10%	-5%
O=C1NC(c2ccccc2)=C(c2ccc3ccccc3n2)C(c2ccncc2)N1 (configuration not stated)	15%	1%	50µM*	-4%	1%	7%	24%	-7%	-9%
Cc1ccc(C(=O)c2oc3ccccc3c2NC(=O)Cc2coc3c(C)c(C)ccc23)cc1	-7%	-4%	7%[59 µM]	.	-5%	-10%	38%	-6%	-6%

Compound activity (PubChem)
